PolyA inh – polyadenylation inhibitors in yeast reporter cells, primary screen, luminescence, S. cerevisiae; S. cerevisiae SKY197-pL101 polyadenylation reporter, beta-gal luminescence; efflux-impaired pdr1/pdr3 knockout yeast; score 100 = 6 SD above DMSO; calls only at 12 µM; hit rate 0.02% among 300,000; AID 1875, 2009;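 active means lowest replicate activity score at least 50, where 100 means six control SD above control mean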;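 further: yeast exposed to compound for 9 h at 30 °C; higher score means more reporter readthrough which indicates perturbed polyadenylation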
DYRK1A inh – rat Dyrk1A kinase inhibitors, primary screen, biochemical, single point, plate reader; Dual specificity tyrosine-phosphorylation-regulated kinase 1A (Rattus norvegicus), Q63470; ADP-Glo luminescence, NFATc1 peptide; inhibition, % at 12.5 µM; hit rate 0.43% among 310,000; in the data active means inhibition above about 50%;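 further: plate controls were vehicle with enzyme for no effect and no enzyme for full effect; many of its hits are not listed in these tables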
AI-2 QS mod – Vibrio harveyi AI-2 quorum sensing modulators, primary screen, JMH597 strain, luminescence/OD600 ratio; Vibrio harveyi JMH597 AI-2 luminescence/OD600 ratio, 9 h; active compounds read low; strain lacks LuxN and CqsS sensors; 0 = neutral-control median; activity change, % at 7.5 µM; hit rate 0.4% among 300,000; AID 2094, 2009; in the data active means activity change below about -75%, passing the limit was not always enough;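 further: luminescence divided by OD600 gain over 9 h not by final OD600 alone; inactives centre near 13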
GSK3 alpha inh – blockers of GSK3A enzyme activity – biochemical, luminescence, cell-free homogeneous, HTS, primary screen; GSK-3 alpha kinase, ADP-Glo luminescence, 60 min; Glycogen synthase kinase-3 alpha (Homo sapiens), P49840; AID 2650, 2010; hit rate 0.1% among 320,000; inhibition, % at 10 µM;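 in the data active means inhibition above about 50%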;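 further: GST-tagged GSK-3 alpha with peptide substrate and 25 µM ATP; 0% = DMSO neutral wells and 100% = GW8510 positive control wells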
Target sequence (P49840 whole entry, looked up): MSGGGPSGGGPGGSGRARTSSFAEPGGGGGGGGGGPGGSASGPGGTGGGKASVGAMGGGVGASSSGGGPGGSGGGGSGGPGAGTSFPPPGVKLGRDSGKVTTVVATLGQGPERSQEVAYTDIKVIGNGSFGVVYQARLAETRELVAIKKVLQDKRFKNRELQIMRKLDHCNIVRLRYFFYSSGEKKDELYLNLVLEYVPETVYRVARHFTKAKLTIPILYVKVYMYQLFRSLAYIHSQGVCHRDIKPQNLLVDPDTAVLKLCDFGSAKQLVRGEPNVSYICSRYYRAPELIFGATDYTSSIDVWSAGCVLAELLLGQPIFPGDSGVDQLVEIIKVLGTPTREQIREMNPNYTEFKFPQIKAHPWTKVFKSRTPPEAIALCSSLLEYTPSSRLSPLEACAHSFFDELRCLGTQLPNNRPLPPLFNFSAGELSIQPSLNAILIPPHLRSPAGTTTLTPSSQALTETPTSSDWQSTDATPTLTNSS
HDAC3 inhib – HDAC3 deacetylase inhibitors, primary screen, biochemical, fluorescence, cell-free homogeneous | recombinant HDAC3, fluorogenic peptide/trypsin coupled | inhibition, % at 8.3 µM | hit rate 0.15% among 320,000 | AID 2718, 2010; in the data active means inhibition above about 26%, passing the limit was not always enough
Target sequence (O15379 whole entry, looked up): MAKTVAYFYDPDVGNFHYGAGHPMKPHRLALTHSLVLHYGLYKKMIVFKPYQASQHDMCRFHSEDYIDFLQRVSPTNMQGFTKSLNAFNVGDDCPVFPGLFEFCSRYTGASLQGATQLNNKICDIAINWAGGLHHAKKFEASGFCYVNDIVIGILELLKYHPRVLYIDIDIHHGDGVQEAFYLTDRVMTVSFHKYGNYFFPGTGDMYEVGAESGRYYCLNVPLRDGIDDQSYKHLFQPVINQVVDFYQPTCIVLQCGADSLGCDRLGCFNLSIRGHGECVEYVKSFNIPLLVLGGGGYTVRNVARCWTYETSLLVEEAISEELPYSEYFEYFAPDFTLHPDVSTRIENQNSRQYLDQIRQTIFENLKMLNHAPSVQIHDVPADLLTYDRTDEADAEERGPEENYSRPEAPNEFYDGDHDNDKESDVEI
HSP90 inh – HSP90 inhibitors, primary screen, cell lysate, luminescence; Heat shock protein HSP 90 (rabbit reticulocyte lysate; luciferase refolding); Rabbit reticulocyte lysate, luciferase refolding luminescence, 3 h; inhibition, % at 5.6 µM; hit rate 0.91% among 290,000; AID 1789, 2009;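 active means inhibition above the screen-wide mean plus 3 SD, computed separately per campaign, cut at about 16% in these data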;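 further: 0% = DMSO wells and 100% = 60 µM geldanamycin wells; inhibitors lower the luminescence because luciferase stays unfolded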
Platelet DG rel – inhibitors of platelet dense granule secretion, primary screen, cell-based, MLPCN, human platelets; human platelet-rich plasma, SFLLRN dense granule ATP release, luminescence; hit rate 0.22% among 300,000; inhibition, %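 (compounds screened at 7.5 µM in platelet-rich plasma)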;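 active means mean replicate score, as percent of positive control, at or above 50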
HSF-1 act – HSF-1 activators, primary screen, NIH3T3-HGL cells, MG132 stress, luminescence, single point. NIH3T3-HGL HSF-1 luciferase reporter, 8 h; 100% = twice DMSO control signal. activation, % at 9 µM. hit rate 1.7% among 300,000. AID 504408, 2011;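 active means mean replicate activation of at least 50% with a set share of replicates each reaching 50%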;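 further: 0% = median of the neutral control wells and 100% = twice that signal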
HSF1 inhib – HSF1 inhibitors in luciferase reporter cells, primary screen, cell-based, NIH3T3, luminescence; NIH3T3-HGL HSE-luciferase, MG132-induced, luminescence 8 h; active compounds read low; activity change, negative = inhibition, % at 7.5 µM (by protocol); hit rate 0.77% among 300,000;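 active means more than half of replicate wells show activity change below -50%, luminescence cut by over half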;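 further: luciferase reports HSF-1 transcriptional activity via heat shock element; 0% = median of DMSO wells and -100% = zero luminescence signal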
GSK3beta inhib – human GSK3beta kinase inhibitors, primary screen, biochemical, cell-free homogeneous, HTS; Glycogen synthase kinase-3 beta (Homo sapiens), P49841; activity score (negative = inhibition), % at 10 µM; GST-GSK3beta kinase, ADP-Glo luminescence, 60 min; active compounds read low; hit rate 0.038% among 300,000;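 active means more than half of replicate wells score below -50%, meaning over 50% inhibition versus plate controls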;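 further: 0% = median DMSO wells and -100% = median GW8510 positive control wells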
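Test system: GST-fused GSK3beta enzyme, cell-free | Quantity: 1.6 ng GST-GSK3beta enzyme per well | Reagent: 25 µM ATP with peptide substrate | Schedule: 60 min enzyme reaction, room temperature | Signal: Luminescent ADP-Glo measurement of ADP formed | Read-out basis: Score relative to plate controls | Control set: DMSO and 20 µM GW8510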
An asterisk follows results filed as active; i = inactive; x = not tested or not shown. An excerpt. The share of hits here may be higher or lower than overall.

SMILES	PolyA inh	DYRK1A inh	AI-2 QS mod	GSK3 alpha inh	HDAC3 inhib	HSP90 inh	Platelet DG rel	HSF-1 act	HSF1 inhib	GSK3beta inhib
CN(Cc1ccccc1)S(=O)(=O)c1cccc(C(=O)O)c1	i	-3	5	-2	-6	0	1	15	-5	3
O=C(CSc1ncn[nH]1)NCc1ccc(Cl)cc1	i	1	17	-2	-3	-6	10	-9	-10	-1
COc1ccccc1CC(NC(C)=O)C(=O)NC1CCN(S(=O)(=O)c2ccccc2)CC1 (stereo not given)	i	10	12	x	x	-1	2	12	2	1
C=CCn1c(CC(C)(C)C)nc2ccccc21	i	4	21	0	-1	-2	-3	-4	-1	0
COc1cccc(CN2CC(C(=O)NCCCCc3ccccn3)CCC2=O)c1 (stereo not given)	i	-8	8	-2	-12	-8	5	8	0	4
N#C/C(=C\C=C\c1ccccc1)c1nc(-c2ccc3c(c2)OCO3)cs1	i	6	10	-3	13	1	0	11	3	2
COc1ccccc1Nc1nnc(SCc2cc(=O)n3ccsc3n2)s1	i	x	x	-3	6	2	-7	22	8	x
O=C(NC(=O)c1cccc(Cl)c1)OC[C@@H]1CCCN2CCCCC12 (stereo not given in full)	i	-3	11	-2	-2	-4	-6	4	-6	0
O=C(OCC(=O)c1ccc(Cl)s1)c1ccc2ccccc2n1	i	1	4	1	3	0	7	-1	1	-1
O=C(NC1CCCCC1)N1CCN(Cc2nc3ccccc3c(=O)[nH]2)CC1	i	4	17	-5	0	-1	9	-46	-35	1
CCOC(=O)Cn1c(=NC(=O)CC)sc2c(C)cc(C)cc21	i	1	0	-2	3	-2	12	-1	-3	-1
OC1(c2ccc(F)cc2)CN(c2ccccc2)C2=[N+]1CCS2 (stereo not given)	i	-2	24	1	-5	0	0	-52	-38	-2
CCN(CC)c1ccc(-n2c(C)cc(C=O)c2C)cc1	i	3	19	0	1	6	-29	2	2	-1
O=C(CCC(=O)OCc1ccc(Cl)cc1)Nc1ccccc1	i	2	4	-1	-12	1	2	11	-8	1
O=C(C1=C[C@H](C2CC2)C[C@H](OCc2ccc(CO)cc2)O1)N1CCN(Cc2ccc3c(c2)OCO3)CC1	i	4	21	-6	-8	2	-4	-53	-39	6
COc1cc(OC)cc(C(=O)N[C@H](C(=O)NC23CC4CC(CC(C4)C2)C3)C(C)C)c1	i	7	8	0	3	3	-4	-8	2	1
CCN(CC)CC(C)OC(=O)COc1ccc(OC)cc1 (stereo not given)	i	3	10	0	-4	0	-3	-2	-4	1
O=C(c1c[nH]c(C(=O)N2CCN(c3ccccc3F)CC2)c1)c1cccc(Cl)c1Cl	i	-2	7	x	x	1	-4	6	11	1
CCCCNC(=O)CCCN1C(=O)c2cccnc2Sc2ccccc21	i	-2	21	0	-8	1	-2	-8	-5	7
O=C(Nc1cccc(O)c1)c1cc(S(=O)(=O)N2CCCC2)ccc1Cl	i	-4	6	1	1	-2	2	-8	-6	3
CCCN(CC(=O)Nc1ccc(Cl)cc1Cl)C(=O)/C=C/c1cc(OC)ccc1OC	i	1	18	-2	-14	-1	-2	12	-8	-3
CCOC(=O)CN1C(=O)C(=O)N(Cc2cccc(C)c2)C1=O	i	1	12	-3	4	5	7	-6	0	0
COc1cccc(-c2nnc(SCc3nc4ccccc4[nH]3)n2N)c1	i	2	-8	-1	-3	-2	-2	71*	60	-2
Cc1cc(C)nc(NS(=O)(=O)c2ccc(N3Cc4ccccc4C3=O)cc2)n1	i	0	16	-4	0	-3	-3	8	2	3
Cc1ccc(Cl)cc1N1CCN(C(=O)CCC(=O)O)CC1	i	6	-11	0	1	3	-11	30	5	2
COc1ccc(C)cc1N(C)C(=O)Cc1c(C(=O)O)n(C)c2ccccc12	i	-2	-1	-3	1	0	-4	-20	-11	3
COc1ccc(-n2c(SC(C)C(=O)N3CCOCC3)nc3ccccc3c2=O)cc1 (stereo not given)	i	1	19	-1	-2	-4	-4	-11	-5	1
CCN(CCNC(=O)C1=C(C)C(=O)OC12CCC(C)CC2)c1ccccc1 (stereo not given)	i	0	29	1	2	0	3	4	-4	2
c1ccc(OCc2noc(CN3CCC(C4CCCCC4)C3)n2)cc1 (stereo not given)	i	2	19	-4	4	2	-5	3	6	0
CC1=CC(C)C(C[N+]2(C)CCCCC2)C(C)C1 (stereo not given)	i	-3	21	-3	-8	2	1	x	x	-1
CCn1cc(C(=O)O)c(=O)c2cc(F)c(N3CCN(C(=S)NC(=O)c4ccc(F)cc4)CC3)cc21	i	11	46	-2	-8	3	1	0	-7	2
Cc1cc(C)n(-c2nc3ccccc3nc2N2CCN(C(=O)c3ccc(F)cc3)CC2)n1	i	4	6	0	-1	4	4	62*	31	-1
O=C(CN1CCCN(Cc2ccc(F)cc2Cl)C1=O)NC1CCCCCCC1	i	-6	44	-2	9	-3	4	-8	-1	3
CC(C)OCCCNC(=O)c1ccccc1NC(=O)C1=CSCCO1	i	x	22	1	2	-3	13	16	0	3
Cc1ccc(NCc2nnc(SCC(=O)O)n2Cc2ccccc2)cc1Cl	i	-2	40	-3	-2	2	-2	-10	2	-4
COc1ccc(Br)cc1S(=O)(=O)N(CC(=O)N1CCOCC1)c1ccccc1	i	3	28	4	3	1	-4	44	10	1
COc1ccc(C(=O)c2ccc(OC)c(Br)c2)cc1Br	i	-5	15	-3	0	1	-4	1	-2	-1
CCN1C(=O)c2cccc3c(S(=O)(=O)N4CCCC4C(=O)O)ccc1c23 (stereo not given)	i	-9	9	-2	-1	-3	1	14	-5	3
Cc1cccc(C)c1N1CCN(S(=O)(=O)c2ccccc2)CC1	i	-1	12	-2	-2	0	12	14	6	2
Cc1ccn2c(C(=O)N/N=C/c3ccc(CNC(=O)C(=O)Nc4ccc(C)c(C)c4)o3)c(C)nc2c1	i	x	2	-1	-3	4	-10	12	6	-4
Cc1cc(OCC(=O)NCCc2c[nH]c3ccccc23)c2c(C)c(C)c(=O)oc2c1	i	7	14	-4	-1	-5	-1	6	2	1
Cc1cc(N)ccc1N=Nc1c(C)n(C)n(-c2ccccc2)c1=O	i	12	5	1	1	3	6	7	0	0
Cc1cc(C)n(C(=O)CCCn2nc(C)c([N+](=O)[O-])c2C)n1	i	x	18	0	4	-2	1	12	3	-1
O=C(CCc1nnc(-c2ccsc2)o1)N1CCc2c(Cl)cccc2C1	i	-27	-7	-3	-3	2	-5	35	13	0
CC(C)NC(=O)NC(=O)CSc1ncccn1	i	0	21	-1	-3	0	15	-18	0	1
Cc1c(NC(=O)c2ccc(-c3ccccc3)cc2)cccc1C(=O)O	i	5	20	-4	-1	75*	16	-18	-13	1
COC(=O)C1(CC2CC(c3cccc(Br)c3)=NO2)CCN(C(=O)OC(C)(C)C)CC1 (stereo not given)	i	8	13	-2	8	-2	-2	-9	-6	1
Clc1ccc(C2=NCCn3nc4ccccc4c32)cc1	i	16	6	3	8	x	-2	-11	-9	5
NC(=O)NC(c1ccc(Cl)cc1)c1ccccc1Cl (stereo not given)	i	-2	5	-4	5	-1	0	8	1	-1
Cc1ccc(CNC(=O)C2CC(=O)N(C3CCCCCCC3)C2)cc1 (stereo not given)	i	-8	23	1	2	2	0	-1	0	1
COc1ccc(NC(=O)CSc2cc(C)nc3c(-c4ccccc4)cnn23)cc1	i	-8	28	-2	-10	1	9	-2	4	3
Cc1nn(-c2ccccc2)c(C)c1/C=N/NC(=O)CSc1nc2ccccc2c(=O)n1-c1ccccc1	i	-1	-5	-1	-1	-5	1	8	2	4
COc1ccc(C2Nc3ccccc3C(=O)N2NS(C)(=O)=O)cc1 (stereo not given)	i	-3	15	-3	-20	1	1	12	-3	2
O=C(c1ccc2ccccc2c1)C1CCCN(C(=O)CCn2cnnn2)C1 (stereo not given)	i	x	9	-2	-4	-4	-4	13	3	-1
O=C(Nc1nnc(SCC(=O)N2CCOCC2)s1)c1ccccc1Cl	i	x	-8	-3	-1	2	-3	3	-6	-4
Cc1nn2cnc3sc4c(c3c2nc1=O)CCCC4	i	0	17	-1	0	1	0	20	0	-2
CCOC(=O)c1cc(C(C)(C)C)n(CCCN2CCOCC2)c1C	i	-7	10	-1	-1	-3	-1	-5	-4	1
Cc1nn(-c2ccccc2C(F)(F)F)c(=O)c2noc(C)c12	i	x	15	1	-2	0	x	x	x	10
COc1cccc(CNC(=O)Cc2ccc(OC)c(S(=O)(=O)N3CCOCC3)c2)c1	i	1	3	-3	-1	x	-7	0	-3	2
Cc1cc(S(=O)(=O)Nc2ccc(C(=O)NCC(c3ccco3)N3CCCC3)cc2)ccc1F (stereo not given)	i	-4	12	-2	1	-4	-1	-4	7	-2

As a short view, 2 of the compounds above.
SMILES	PolyA inh	DYRK1A inh	AI-2 QS mod	GSK3 alpha inh	HDAC3 inhib	HSP90 inh	Platelet DG rel	HSF-1 act	HSF1 inhib	GSK3beta inhib
NC(=O)NC(c1ccc(Cl)cc1)c1ccccc1Cl (stereo not given)	i	-2	5	-4	5	-1	0	8	1	-1
Cc1ccc(CNC(=O)C2CC(=O)N(C3CCCCCCC3)C2)cc1 (stereo not given)	i	-8	23	1	2	2	0	-1	0	1

Going on with the list:
SMILES	PolyA inh	DYRK1A inh	AI-2 QS mod	GSK3 alpha inh	HDAC3 inhib	HSP90 inh	Platelet DG rel	HSF-1 act	HSF1 inhib	GSK3beta inhib
COc1ccc(CNCc2cccc(Cl)c2)cc1	i	6	5	-1	-4	-1	2	7	0	-2
Cc1ccc(-c2nc(CN3CCCCC3CCN3CCCC3=O)c(C)o2)o1 (stereo not given)	i	1	15	0	-4	1	1	-1	0	2
COc1ccccc1NC(=O)CS(=O)(=O)c1cn(CC(=O)N2CCOCC2)c2ccccc12	i	x	7	1	0	-2	3	-3	3	-5
O=C(O)CSc1ncn[nH]1	i	-3	1	-2	5	-1	-11	2	2	1
CCn1c(CNc2ccc(OC)cc2)nnc1SCC(=O)c1ccc(OC)cc1	i	1	-9	1	2	0	-3	-23	-16	1
COCCn1c(SCC(=O)Nc2ccc(OC)cc2)nc2c(oc3ccccc32)c1=O	i	x	19	0	7	-2	2	3	-2	0
CCOC(=O)Cn1c(-c2ccccc2)nc2ccccc2c1=O	i	-5	18	-6	-1	0	7	7	2	-4
CC(C)c1ccc(NC(=O)C(c2ccccc2)N(C)C(=O)CCc2c[nH]c3ccccc23)cc1 (stereo not given)	i	6	31	-3	14	x	-1	-22	-1	-3

Bioassay records (PubChem)
